Screens deposited in PubChem by several laboratories.
TRPC4 block: blocks the mouse TRPC4 cation channel | HEK293 TRPC4beta/mu-opioid, DAMGO-evoked Fluo4 calcium flux; active compounds read low | B-score at 10 µM | AID 2247 | hit rate 0.39% among 300,000;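 active = B-score over 3 SD under the library average, no early fluorescence shift, positive overall ratio signal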
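Assay system: Stable TRPC4beta/mu-opioid receptor HEK293 cells | Reagent: DAMGO in two steps, submaximal then maximal | Compound dosing: Single concentration per test compound | Signal: Fluo4 Ca2+ flux fluorescence | Evaluation: Per-well B score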
RGS4 block: inhibitors of human RGS4. hit rate 0.45% among 310,000. B-score at 10 µM. HEK293 M3R/RGS4 inducible, Fluo-4 calcium flux; active compounds read high; triggered by carbachol at its EC20. AID 463165;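 active = B-score, a plate-corrected calcium signal, over three deviations above library mean, with baseline fluorescence within five deviations of library mean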;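 note: RGS4 expression induced by doxycycline in cells with stable M3 receptor; B-score is computed from the integrated fluorescence ratio over baseline after carbachol; higher B-score means a larger calcium signal and so more RGS4 inhibition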
Target sequence (P49798 whole entry, looked up): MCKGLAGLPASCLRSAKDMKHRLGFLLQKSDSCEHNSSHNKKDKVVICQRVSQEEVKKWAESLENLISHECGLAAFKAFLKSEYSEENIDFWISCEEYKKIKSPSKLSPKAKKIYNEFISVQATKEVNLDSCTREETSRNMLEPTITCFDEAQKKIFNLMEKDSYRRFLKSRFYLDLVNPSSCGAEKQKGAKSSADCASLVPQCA
TRPC6 activator: activators of mouse TRPC6 channel; Q61143; HEK293-TRPC6 membrane potential dye fluorescence; active compounds read high; B-score at 10 µM; hit rate 0.13% among 310,000; AID 2550;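 active = B-score of the integrated fluorescence ratio above library mean plus 3 SD, and starting fluorescence ratio within library mean plus 5 SD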;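 note: higher score means more depolarization so channel activation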
RGS4 act: RGS4 potentiation or activation; HEK293 M3R/inducible RGS4, carbachol calcium flux Fluo4; active compounds read low; B-score at 10 µM; hit rate 0.92% among 310,000;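 active = B-score of the integrated calcium signal more than 4 SD below the library mean, with starting fluorescence not abnormally high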;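 note: negative B-score means reduced calcium response which marks RGS4 activation or potentiation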
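Reagent: ECmax carbachol challenge; Test system: M3R-expressing HEK293 line, RGS4 induced by doxycycline; Schedule: overnight RGS4 induction, 30 min dye load 37 °C, 20 min compound RT; Detection: calcium dye Fluo4 fluorescence; Read-out: Agonist-evoked peak-minus-minimum fluorescence over baseline, integrated ratio, B score.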
MrgX1 agonist: activates human MrgX1 receptor signaling; MrgX1-HEK293 cells, Fluo-4 calcium fluorescence, agonist mode; active compounds read high; B-score at 10 µM; AID 588627; Q96LB2; hit rate 0.44% among 310,000;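 active = calcium response B-score plate-corrected fluorescence ratio at least 3 library SD, with starting fluorescence B-score inside 5 SD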
Target sequence (Q96LB2 whole entry, looked up): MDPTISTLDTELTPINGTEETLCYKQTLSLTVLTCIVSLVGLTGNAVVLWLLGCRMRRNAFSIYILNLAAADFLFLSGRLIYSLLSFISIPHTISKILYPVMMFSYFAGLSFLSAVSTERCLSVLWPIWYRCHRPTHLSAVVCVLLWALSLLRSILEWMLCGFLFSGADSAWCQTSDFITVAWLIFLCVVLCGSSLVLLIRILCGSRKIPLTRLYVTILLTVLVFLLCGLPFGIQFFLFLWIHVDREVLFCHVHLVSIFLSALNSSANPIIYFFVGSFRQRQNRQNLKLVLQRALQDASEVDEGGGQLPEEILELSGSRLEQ
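Material: MrgX1-expressing HEK293 cells / Dosing: compound as first of three additions / Incubation: overnight seeding, then 1 h dark dye loading / Signal: Fluo-4 NW calcium fluorescence / Evaluation: B-scored fluorescence response ratio / Benchmarks: positive and negative control wells on each plate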
Platelet DG rel: platelet dense granule release activity; hit rate 0.22% among 300,000; inhibition, %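 (compounds screened at 7.5 µM in platelet-rich plasma)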; human platelet-rich plasma, SFLLRN dense granule ATP release, luminescence;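 active = mean replicate score, as percent of positive control, at or above 50; inconclusive = mean below 50 but at least one replicate at or above 50; inactive = mean and every replicate below 50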
MrgX1 PAM: allosterically activates human MrgX1 receptor signaling | Q96LB2 | MrgX1-HEK293, Fluo-4 calcium flux, FDSS; active compounds read high | B-score at 10 µM | hit rate 0.63% among 310,000;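 active = plate-corrected calcium response at least 3 library SD above typical, normal starting fluorescence, not activating the receptor alone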;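 note: compound read alongside a low EC10 to EC30 dose of BAM8-22 agonist; peak minus trough fluorescence over baseline measured at the second addition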
MrgX1 antag: blocks BAM8-22 activation of human MrgX1 receptor | Q96LB2 | MRGX1-HEK293 calcium flux, Fluo-4, BAM8-22 antagonism; active compounds read low | B-score at 10 µM | hit rate 1.3% among 310,000 | AID 588676;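 active = calcium-response B-score plate-corrected more than 3 library SD below zero, starting fluorescence within 5 deviations, no agonist response on first addition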;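 note: peak minus trough fluorescence over baseline after final BAM8-22 challenge near maximal dose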
TRPC6 inhibitor: inhibitors of mouse TRPC6 channel. Q61143. HEK293-TRPC6, membrane potential dye, ACh-evoked depolarization; active compounds read low. B-score at 10 µM. hit rate 1.1% among 310,000. AID 2553;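 active = B-score under library mean minus 3 SD, initial fluorescence not abnormally high, positive integrated signal ratio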;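 note: B-score derived from integrated fluorescence ratio over the kinetic read; more negative B-score means stronger inhibition of depolarization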
HIF activator: HIF pathway transcriptional activation; activation, % at 7.5 µM (by protocol); hit rate 0.32% among 300,000; U2OS HRE-luciferase reporter, luminescence; normalized: DMSO 0%, desferrioxamine 100%;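 active = mean activation of at least 10% of the iron chelator positive control signal, with at least half of replicates also reaching 10%; inconclusive = mean and replicate majority disagree about reaching 10%; inactive = mean and most replicates under 10%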
SKKanGAS inh: SKKanGAS growth inhibition; S. pyogenes SKKanGAS, kanamycin growth, BacTiter-Glo, 6 h; inhibition, % at 7.5 µM; hit rate 1.3% among 300,000; AID 1662;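 active = mean replicate score, as percent of positive control median, at least 50; inconclusive = mean below 50 but one replicate at or above 50; inactive = mean and every replicate below 50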;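 note: strain carries kanamycin resistance gene driven by streptokinase promoter and grows in 40 µg/ml kanamycin; loss of luminescence reflects streptokinase promoter inhibition or plain growth inhibition; 0% = median of DMSO wells and 100% = positive control at its reference dose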
* = called active by the depositor; i = inactive; ? = inconclusive; / = not tested or not shown.

SMILES	TRPC4 block	RGS4 block	TRPC6 activator	RGS4 act	MrgX1 agonist	Platelet DG rel	MrgX1 PAM	MrgX1 antag	TRPC6 inhibitor	HIF activator	SKKanGAS inh
CCOC(=O)CN1C(=O)C(O)=C(C(C)=O)C1c1ccc(F)cc1 (centres undefined)	i	i	i	i	i	?	i	i	i	0.1	3
Cn1c(CSCc2ccccc2Cl)n[nH]c1=S	i	i	i	i	i	1	i	i	i	0.0	-1
Cn1c(=O)c2c(nc(N3CCCCC3)n2CCCNC2=NCCCC2)n(C)c1=O	i	i	i	i	i	5	i	i	i	-0.3	-4
O=C1/C(=C\c2ccc(Br)o2)SC(=Nc2ccccc2)N1c1ccccc1	i	i	i	i	i	-4	i	i	i	-0.2	0
CN(C)CCn1c(COc2ccccc2)nc2ccccc21	i	i	i	i	i	13	i	i	i	0.6	8
Cc1ccc(S(=O)(=O)NNC(=O)c2csnn2)cc1	i	i	i	i	i	-8	i	i	i	-0.7	1
O=C(Nc1csc([N+](=O)[O-])c1)Nc1c(Cl)cccc1Cl	i	i	i	i	i	-4	i	i	i	-1.3	6
CCC(C)SCc1nc2ccccc2[nH]1 (centres undefined)	i	i	i	i	i	?	i	i	i	0.4	0
CCCn1c(SCC(=O)Nc2cccc(S(=O)(=O)N(C)C)c2)nc2ccccc2c1=O	i	i	i	i	i	5	i	i	i	0.6	7
C=C(C)Cn1c(Sc2nnc(C)s2)nc2c1c(=O)[nH]c(=O)n2C	i	i	i	i	i	-1	i	i	i	-0.3	-4
COc1cc(C2C(N3C(=O)c4ccccc4C3=O)C(=O)N2c2ccc(C)c(C)c2)cc(OC)c1OC (centres undefined)	i	i	i	i	i	16	i	i	i	-0.1	-7
CN1CCN(CCCNC(=O)c2nnc(Cc3c(F)cccc3Cl)o2)CC1	i	i	i	i	i	-2	i	i	i	-0.3	-3
CCOc1ccc(S(=O)(=O)NCC2CCCO2)c2ccccc12 (centres undefined)	i	i	i	i	i	-3	i	i	i	-0.2	-4
NC(=O)c1nsc(C(=O)N(Cc2cccnc2)C(C(=O)NC2CCCC2)c2ccc(F)cc2)c1N (centres undefined)	i	i	i	i	i	0	i	i	i	-0.1	24
CN(C)c1ccc(NC(=O)Cn2c(=O)n(Cc3ccccc3)c(=O)c3ccccc32)cc1	i	i	i	i	i	1	i	i	i	-0.7	2
O=S(=O)(Cc1ccc(Cl)cc1)NCC1CCCO1 (centres undefined)	i	i	i	i	i	3	i	i	i	-0.4	-6
COCCN(C(=O)COC(=O)c1ccc2[nH]c(C)c(C)c2c1)c1c(N)n(Cc2ccccc2)c(=O)[nH]c1=O	i	i	i	i	i	13	i	i	i	-0.2	-8
O=C1CSC(=S)N1/N=C/c1ccc(C(F)(F)F)cc1	i	i	i	i	i	-5	i	i	i	-0.2	8
CCN(CC)CCCNC(=O)c1ccc2c3n(nc2c1)-c1ccc(Cl)cc1CO3	i	i	i	i	i	1	i	i	i	1.7	-1
O=C(COC(=O)CCc1nc2ccccc2c(=O)[nH]1)Nc1ccc(Cl)cn1	i	i	i	i	i	6	i	i	i	-0.3	2
CC(=O)c1cccc(NC(=O)CNC(=O)Cc2ccccc2)c1	i	i	i	i	i	-1	i	i	i	-6.7	-2
CN1CCC(OC(=O)c2ccccc2)CC1	i	i	i	i	i	-8	i	i	i	-0.1	-5
COc1ccc(C(=O)NCC(=O)OCC(=O)c2ccc(Cl)cc2)cc1OC	i	i	i	i	i	0	i	i	i	0.1	2
CC(C)c1cc(C(=O)Nc2cccc(Cl)c2)no1	i	i	i	i	i	10	i	i	i	/	6
Cc1ccc(C(=O)N/N=C/c2ccc(S(=O)(=O)O)o2)c(Cl)c1	/	/	/	/	i	2	i	i	/	-0.2	-3
Cc1ccc(NC(=O)CSCC(=O)O)c(C)c1	i	i	i	i	i	-1	i	i	i	-0.2	-6
O=C1/C(=C\c2cc(Cl)c(O)c(Cl)c2)SC(=S)N1Cc1ccccc1	i	i	152*	i	i	3	i	i	i	0.7	90*
FC(F)(F)c1ccccc1-n1c(-c2cnccn2)n[nH]c1=S	i	i	i	i	i	-7	i	i	i	1.0	2
O=C(C1COc2ccccc2O1)N1CCCC1 (centres undefined)	i	i	i	i	i	-9	i	i	i	0.2	-2
Cc1ccc(C)c(NS(=O)(=O)c2csc(C(N)=O)c2)c1	i	i	i	i	i	-7	i	i	i	-0.6	4
Cc1cccc(NS(=O)(=O)c2c(C)noc2C)c1	i	i	i	i	i	2	i	i	i	-0.5	-5
O=C(CN1C(=O)c2ccccc2C1=O)N1CCN=C1c1ccccc1	i	i	i	i	i	3	i	i	i	-0.4	0
Cc1cc(=O)n2nc(N3CCCC3C(=O)Nc3ccc(C(C)C)cc3)sc2n1 (centres undefined)	i	i	i	i	i	-2	i	i	i	-0.4	-2
COc1cc2c(cc1OC)CN(CCC(C)c1ccc(Cl)cc1)CC2 (centres undefined)	i	i	i	i	i	-6	i	i	i	0.2	0
CCOC(=O)Cn1nc(-c2ccccc2)c2cnc3ccc(CC)cc3c21	i	i	i	i	i	-2	i	i	i	0.0	-1
O=[N+]([O-])c1cc(C(F)(F)F)ccc1N1CCC(O)CC1	i	i	i	i	i	-4	i	i	i	0.0	-1
Cn1c(=O)c2c(nc(OC/C=C/c3ccccc3)n2C)n(C)c1=O	i	i	i	i	i	-5	i	i	i	-0.1	-3
CCCCOc1ccc(C(=O)NNC(=S)NC(=O)CC)cc1	i	i	i	i	i	-14	i	i	i	3.4	97*
COCCn1c(=O)c2ccccc2c2ccccc2c1=O	i	i	i	i	i	-4	i	i	i	-0.4	-14
CCOC(=O)Cc1ccc(NC(=O)c2ccc(C(C)(C)C)cc2)cc1	i	i	i	i	i	-4	i	i	i	-2.4	3
COCCCNC(=O)CN(c1ccc(F)cc1)S(=O)(=O)c1ccc2c(c1)OCCO2	i	i	i	i	i	6	i	i	i	0.0	2
COc1ccc(OCc2n[nH]c(=S)n2-c2ccc(C)cc2)cc1	i	i	i	i	i	1	i	i	i	-0.1	-1
O=C(NCc1ccc2c(c1)OCO2)c1cc2c(s1)CSC2	i	i	i	i	i	-6	i	i	i	-0.2	7
COc1ccccc1C(=O)NC(CCSC)C(=O)NNC(=O)c1csc(N2CCOCC2)n1 (centres undefined)	i	i	i	i	i	0	i	i	i	1.4	17
O=C(N/N=C/c1cccc(Oc2ccccc2)c1)c1ccccc1F	i	i	i	i	i	1	i	i	i	2.8	-3
COc1cccc(NS(=O)(=O)c2ccc3c(c2)n(C)c(=O)c(=O)n3C)c1	i	i	i	i	i	4	i	i	i	-0.4	-2
O=C(Nc1ccccc1C(=O)N1CCOCC1)c1ccncc1	i	i	i	i	i	-6	i	i	i	-0.3	9
COc1ccc(C(=O)NC(=S)N2CCN(c3ccc([N+](=O)[O-])cc3)CC2)cc1	i	i	i	i	i	-5	i	i	i	0.4	-2
O=C(Cn1cnc2c(nnn2-c2ccccc2)c1=O)N1CCOCC1	i	i	i	i	i	2	i	i	i	-0.4	-4
CS(=O)(=O)CCSc1ncccc1C(=O)NCc1cccs1	i	i	i	i	i	7	i	i	i	-0.2	-2
Following part:
SMILES	TRPC4 block	RGS4 block	TRPC6 activator	RGS4 act	MrgX1 agonist	Platelet DG rel	MrgX1 PAM	MrgX1 antag	TRPC6 inhibitor	HIF activator	SKKanGAS inh
Cc1ccc(CNC(=O)CCc2c(C)nc3c(c(C)nn3-c3ccc(C)cc3)c2C)cc1	i	i	i	i	i	1	i	i	i	0.3	1
O=C(NC(=S)N(CCO)Cc1ccccc1)c1ccc(S(=O)(=O)N2CCCC2)cc1	i	i	i	i	i	0	i	i	i	0.1	0
Cc1ccc(S(=O)(=O)N2CC(C(=O)O)Oc3ccccc32)cc1 (centres undefined)	i	i	i	i	i	-3	i	i	i	0.6	1
CSCCC(NC(=O)C1CCC(C)CC1)C(=O)O (centres undefined)	i	i	i	i	i	7	i	i	i	0.0	-5
COc1ccc(/C(O)=C2/C(=O)C(=O)N(Cc3cccnc3)C2c2ccccn2)cc1 (centres undefined)	i	i	i	i	i	-8	i	i	i	-48	15
Cc1ccc(C(=O)N2CC3(C)CN(C(=O)c4ccc(C)cc4)CC(C)(C2)C3=O)cc1	i	i	i	i	i	0	i	i	i	-0.1	-3
COC(=O)C1CSC(C(=O)OC)N1C(=O)CN1CCN(c2ccccc2)CC1 (centres undefined)	i	i	i	i	i	3	i	-8.1*	i	-0.6	/
Cc1cc2c(NCCc3ccccc3)ncnc2s1	i	i	i	i	i	-1	i	i	i	2.3	0
CC1CCN(c2ccccc2N)CC1	i	i	i	i	i	-5	i	i	i	0.1	5
Cn1c(=O)oc2cc(S(=O)(=O)N3CCN(c4ccccn4)CC3)ccc21	i	i	i	i	i	0	i	i	i	-0.1	-4
CN(CCOc1ccc(Br)cc1)C(=O)CNC(=O)c1ccc2ccccc2c1	i	i	i	i	i	0	i	i	i	0.0	25
COc1ccc(Cl)cc1C(=O)NCCCN1CCOCC1	i	i	i	i	i	-1	i	i	i	0.1	-10
O=C(N/C(=C\c1ccco1)C(=O)N1CCC(O)CC1)c1ccccc1	i	i	i	i	i	/	i	i	i	-0.4	-5
O=C(CSc1ccc(Cl)cc1)Nc1ncccn1	i	i	i	i	i	-15	i	i	i	-1.5	3
Cc1nn(-c2ccccc2)nc1C(=O)Nc1nnc(C(F)(F)F)s1	i	i	i	i	i	17	6.5*	i	i	0.1	39
C/C(=N\NC(=O)NC1CCCCC1)C1CCCCC1	i	i	i	i	i	-2	i	i	i	-0.5	1
CCC(=O)Nc1ccc(C(=O)NCCCn2ccnc2)cc1	i	i	i	i	i	5	i	i	i	-0.1	-6
COc1nsnc1NS(=O)(=O)c1ccc(NC(=S)NC(=O)c2ccncc2)cc1	i	i	i	i	i	-12	i	i	i	0.1	-1
CC(=O)c1cc(C#N)c(Oc2ccc(Cl)cc2Cl)nc1C	i	i	i	i	i	-8	i	i	i	0.1	-5

An unsorted share of the library. About 6.1% of those tested had a hit in this group.
